Screens from PubChem.
14-3-3 PPI – 14-3-3 gamma protein interaction modulation; FP, 14-3-3gamma / TMR-pS259-Raf peptide binding; inhibition, % at 40 µM; 0.19% of 160,000 active; P61981; in the data active = inhibition above about 30%;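 also: 0% = protein plus tracer without compound and 100% = blank with tracer alone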
Target sequence (P61981 whole entry, looked up): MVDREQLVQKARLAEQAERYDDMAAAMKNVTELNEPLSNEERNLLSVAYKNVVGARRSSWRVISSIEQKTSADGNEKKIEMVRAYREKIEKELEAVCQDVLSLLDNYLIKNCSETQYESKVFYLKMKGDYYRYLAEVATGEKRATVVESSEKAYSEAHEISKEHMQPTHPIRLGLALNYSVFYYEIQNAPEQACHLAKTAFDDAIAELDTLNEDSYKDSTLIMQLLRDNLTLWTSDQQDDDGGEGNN
Active calls of the source: *; & = joins results of further samples.

SMILES	14-3-3 PPI
O=C(Nc1cc(C(=O)N2CCN(c3ccccc3Cl)CC2)ccc1N1CC2CC(C1)c1cccc(=O)n1C2)c1cccc(C(F)(F)F)c1 (stereo unspecified)	-10.9
C=CCn1c(SCC(=O)NCCN2CCOCC2)nc2sc3c(c2c1=O)CCCC3	-16.0
Cc1cc(C)n(C(=O)CN2C(=O)CCC2=O)n1	14.5
COc1cc2c(C(=O)N3CCCC3)cn(C)c(=O)c2cc1OC	6.8
Cc1ccc(-n2c(=O)c3sccc3n(CC(=O)N3CCN(c4ccccc4)CC3)c2=O)cc1F	-7.0
C=CCN(C(=O)CCS(=O)(=O)c1ccc2c(c1)CCN2C(C)=O)c1ccccc1	14.7
COc1ccccc1N(CC(=O)Nc1ccc(C(C)C)cc1)S(=O)(=O)c1ccc(C)cc1	-3.9
N#CCSc1nnc2sc3ccccc3n12	-2.8
COc1ccc2c(c1)c(C(=O)OCCN(C)C)c(C)n2C	-8.5&-1.6
O=c1c2ccccc2n(Cc2cccc(Cl)c2)c(=O)n1Cc1ccc2c(c1)OCO2	-13.3
Cc1ccc(CCNC(=O)C2CCCN(S(=O)(=O)N3CCCC3)C2)cc1 (stereo unspecified)	0.2
CCOC(=O)c1cccc(NC(=O)c2ccc(-c3ccc([N+](=O)[O-])cc3)o2)c1	5.5
COC(=O)C1=CN(c2cccc(C(F)(F)F)c2)C=C(C(=O)OC)C1c1cccs1	3.7
Cc1cc(NC(=O)c2ccccc2[N+](=O)[O-])ccc1Br	-7.5
CCOC(=O)C1C(=O)NC(N2CCCCC2)=NC1c1ccco1 (stereo unspecified)	3.1
Cc1cccnc1NCC(O)COc1ccccc1 (stereo unspecified)	-9.4
COc1cc(OC)cc(C(=O)Nn2c(C)nc3ccccc3c2=O)c1	-1.9
Cc1ccc(-c2nnc(-c3ccc(Br)cc3)o2)cc1S(=O)(=O)N1CCOCC1	-6.5
O=C(CSc1nc(O)cc(=O)[nH]1)c1c[nH]c2ccccc12	-65.5
CCSCCOC(=O)C1=C(C)NC(=O)NC1c1ccc(C(C)C)cc1 (stereo unspecified)	2.2
CC(C)COC(=O)NCCOC(=O)Nc1cccc(Cl)c1	-3.0
O=C(OCC(=O)N1c2ccccc2Sc2ccccc21)C1CC(=O)N(Cc2ccco2)C1 (stereo unspecified)	2.7
COc1ccccc1NC(=O)CCc1nc(-c2ccccc2F)no1	0.3
COc1ccc(-c2nc3nc(C)cc(C)n3n2)cc1	-1.1&-5.5
Cc1c(Cl)cccc1NC(=O)c1ccc(Br)o1	-9.4
N#CC1=C(Nc2ccc(Br)cc2)CCC1	5.8
CCN(CC)C(=O)C1CC(c2ccc(OC)cc2)=NO1 (stereo unspecified)	-4.3
O=C1c2cccnc2C(=O)N1Cc1ccco1	-8.7
CCOc1cccc2cc(-c3cn4cc(C)ccc4n3)c(=O)oc12	19.0&-18.1
COc1cc(OC)cc(Oc2nc(C)c(Cl)c(C)c2C(N)=O)c1	0.2
Cc1c(C)n(C)c2ccc(C(=O)NCc3cccs3)cc12	-15.9&-11.4
CC(C)(CNC(=O)c1cc2ccccc2o1)N1CCOCC1	-3.5
COc1ccccc1CNC(=O)c1ccc2c(c1)nc(C)n2-c1cc(OC)c(OC)c(OC)c1	-49.4
CC(=O)C1=C(O)C(=O)N(c2ccc(O)cc2)C1c1ccc(F)cc1 (stereo unspecified)	-3.1
N#Cc1ccc(NC(=O)c2cc3nc(-c4ccc(Cl)cc4)cc(C(F)(F)F)n3n2)cc1	2.1
Cc1cccc(NC(=O)c2sc(=S)n3c2[nH]c(=O)c2sccc23)c1	-48.5
COc1cccc(NC(=O)Cn2cnc3sc(C)cc3c2=O)c1	0.1
O=C(Nc1nc(-c2cccc([N+](=O)[O-])c2)cs1)c1cccc(Br)c1	-15.5
COc1cc(NC(=O)COc2ccccc2C)cc([N+](=O)[O-])c1	4.6
Cc1cc(NC(=O)CCN2CCOCC2)ccc1Br	2.8

6 compounds drawn at random from those above, as already listed:
SMILES	14-3-3 PPI
COc1cccc(NC(=O)Cn2cnc3sc(C)cc3c2=O)c1	0.1
Cc1cc(NC(=O)CCN2CCOCC2)ccc1Br	2.8
N#Cc1ccc(NC(=O)c2cc3nc(-c4ccc(Cl)cc4)cc(C(F)(F)F)n3n2)cc1	2.1
COc1ccccc1CNC(=O)c1ccc2c(c1)nc(C)n2-c1cc(OC)c(OC)c(OC)c1	-49.4
COc1cc(NC(=O)COc2ccccc2C)cc([N+](=O)[O-])c1	4.6
CC(C)(CNC(=O)c1cc2ccccc2o1)N1CCOCC1	-3.5

Later entries.
SMILES	14-3-3 PPI
Cc1ccc2cc3cc(C(=O)O)sc3nc2c1	-47.8
CCN(C(=O)c1ccc(OC(C)=O)cc1)c1ccccc1C	3.0
CCN(CC)C(C(=O)Nc1ccc(C(C)C)cc1)c1ccc2c(c1)OCO2 (stereo unspecified)	2.9
COc1cc2[nH]c(=S)nc(NCCCN3CCN(c4cccc(Cl)c4)CC3)c2cc1OC	-6.5
Nc1nnc2c(n1)CCCC2	-14.8
Cc1ccc(-c2cc(=O)c3ccc4ccccc4c3o2)cc1	-6.5
CC(C)c1ccc(NC(=O)C(c2ccc3c(c2)OCO3)N2CCC3(CC2)OCCO3)cc1 (stereo unspecified)	-1.5
CCOC(=O)c1ccc(NC(=O)CSc2nnc(Cc3cccs3)n2C)cc1	1.0
Cc1ccc(Cn2c(=O)cc(C(=O)O)c3ccccc32)cc1	-3.0&-1.3
COCC(=O)N(CCc1ccc(OC)c(OC)c1)Cc1nc2ccccc2c(=O)[nH]1	-6.3
Cc1cc(C)c(S(=O)(=O)NCc2ccc(C(=O)NC3CCCC3)cc2)c(C)c1	12.6
Cc1cccc(NC(=O)CSc2nc3ccccc3s2)c1C	0.2
CN(C(=O)CCCNC(=O)Cn1cnc2sc3c(c2c1=O)CCCC3)C1CCCCC1	-9.1
COCCN1Cc2cccc(C(=O)Nc3ccc4c(c3)OCCO4)c2C1=O	-1.6
COCCNc1nc(SCc2cc(=O)n3cc(Cl)ccc3n2)nc2ccccc12	-8.3
CCOc1cccc(N2C(=O)CC(N3CCN(C)CC3)C2=O)c1 (stereo unspecified)	6.2
COc1ccc(NC(=O)c2cc3ccccc3oc2=Nc2ccccc2Cl)cc1	-4.3
CCOC(=O)c1sc(NC(=O)C2CC=CCC2C(=O)O)nc1C (stereo unspecified)	-4.1
Cc1cccc(OCc2nc(-c3ccncc3)no2)c1C	-2.3
COC(=O)c1ccc(C2C3=C(Nc4c2c(=O)[nH]c(=O)n4C)c2ccccc2C3=O)cc1 (stereo unspecified)	-65.0
O=C(CSc1cn(Cc2ccccc2)c2ccccc12)Nc1nccs1	-0.6
COc1ccc(C)cc1NC(=O)C1CCCN(S(=O)(=O)c2c(C)noc2/C=C/N(C)C)C1 (stereo unspecified)	-1.9
COc1ccc(CSC2=NCCN2)cc1Cl	-5.2
CCC(=O)N1c2ccccc2NC2=C(C(=O)CC(c3ccccc3)C2)C1c1ccco1 (stereo unspecified)	0.3
O=[N+]([O-])c1ccc(Oc2ccc(Cl)c([N+](=O)[O-])c2)cc1	-1.1
CCOC(=O)c1c(-c2ccccc2)csc1NC(=O)CC	-1.0
COc1ccc(Cl)c(NC(=O)Nc2c(C)n(-c3ccccc3)c(=O)n2C)c1	-5.6
CC12CC(c3ccccc3O1)C(C#N)C(=O)N2 (stereo unspecified)	-3.1
CCCCc1ccc(NC(=O)COc2cccc(Cl)c2)cc1	-2.0
COc1ccc(S(=O)(=O)N(C(=O)c2ccccc2)c2ccc3oc4c(c3c2)CCCC4)cc1	-11.7

Rewritten with values ahead of the structure: 7 of the compounds above.
14-3-3 PPI	compound
0.3	CCC(=O)N1c2ccccc2NC2=C(C(=O)CC(c3ccccc3)C2)C1c1ccco1 (stereo unspecified)
-1.1	O=[N+]([O-])c1ccc(Oc2ccc(Cl)c([N+](=O)[O-])c2)cc1
-1.0	CCOC(=O)c1c(-c2ccccc2)csc1NC(=O)CC
-5.6	COc1ccc(Cl)c(NC(=O)Nc2c(C)n(-c3ccccc3)c(=O)n2C)c1
-3.1	CC12CC(c3ccccc3O1)C(C#N)C(=O)N2 (stereo unspecified)
-2.0	CCCCc1ccc(NC(=O)COc2cccc(Cl)c2)cc1
-11.7	COc1ccc(S(=O)(=O)N(C(=O)c2ccccc2)c2ccc3oc4c(c3c2)CCCC4)cc1

Continued:
SMILES	14-3-3 PPI
CN(C)CCNc1nc2c(c(=O)[nH]c(=O)n2C)n1CC(O)COc1ccc(Cl)cc1 (stereo unspecified)	3.0
Cc1nc(Nc2nc(-c3ccccc3)cc(=O)[nH]2)nc2c(C)cccc12	7.2
N#Cc1c(NC(=O)CSc2nnc3sc4ccccc4n23)sc2c1CCCC2	-9.7
COC(=O)c1c(-c2ccco2)csc1NC(=O)C1CC=CCC1C(=O)O (stereo unspecified)	-70.0
CCOC(=O)C1CCN(S(=O)(=O)c2ccc(C(=O)OC)cc2)CC1	-0.7
Cn1c2ccc(Cl)cc2c2nc3ccccc3nc21	-1.1
O=C1NC2=C(C(=O)CCC2)C(c2ccc3ncccc3c2)N1 (stereo unspecified)	-3.3
CN(CC(=O)Nc1c2c(nc3c1CCC3)CCCC2)Cc1ccccc1	-2.6
CCC(=O)Oc1ccc(Br)c(C2Oc3nc(SC)nnc3-c3ccccc3N2C(=O)CC)c1 (stereo unspecified)	-1.9
Cc1ccc(-c2nnc3sc(-c4ccc5c(c4)OCCO5)nn23)cc1	-0.2
C=CCOC(=O)C1=C(C)NC2=C(C(=O)CCC2)C1c1ccc(OC)c(OC)c1 (stereo unspecified)	-23.9
COc1ccc(C2C=C(c3ccc(OC(F)F)cc3)Nc3nnnn32)cc1 (stereo unspecified)	-6.0
Cc1ccc(C)c(OCC(=O)Nc2nonc2NC(=O)COc2cc(C)ccc2C)c1	-7.0
O=C1c2ccccc2C(Nc2ccc3c(c2)OCCO3)N1Cc1ccccc1 (stereo unspecified)	-0.6
COc1ccc(CN(Cc2cccnc2)S(=O)(=O)c2ccc(-n3cnnn3)c(C)c2)cc1OC	-2.6
COc1ccccc1C(=O)N1CCN(C2CCN(Cc3ccccc3)CC2)CC1	1.4&-5.6
Cc1ccc(-c2c3c(nn2C(=O)c2ccccc2)CCCC3)cc1	10.0
O=C1c2ccccc2C(=O)N1c1ccccn1	-0.5
CCc1ccc2[nH]c3c(ccc4c(=O)c5ccccc5c(=O)c43)sc2c1	-2.0
Cn1c(OCc2ccc3c(c2)OCO3)nc2c1c(=O)n(Cc1ccccc1F)c(=O)n2C	-6.4
CCOc1ccc(NC(=O)CSc2nccn2-c2ccc(OC)cc2)cc1	-5.1
CCCC(=O)Nc1cccc(-c2nc3cc(C)c(C)cc3o2)c1	-10.4
COc1ccc(NC(=O)NCc2ccccn2)cc1OC	6.9
CC(C(=O)Nc1sc2c(c1C(=O)NCc1ccco1)CCCC2)N1C(=O)c2ccccc2C1=O (stereo unspecified)	-11.8
COc1ccccc1N1CCN(C(=O)c2ccc(S(=O)(=O)N3CCCCC3)cc2)CC1	-1.9
CCOc1ccc(S(=O)(=O)N(CC(=O)NC)c2ccccc2)cc1	5.2
O=C(NCc1cccnc1)c1cc(Sc2ccccc2C(F)(F)F)nc2ccccc12	-5.5
CCC(CC)C(=O)NCCc1cc2c(OC)ccc(OC)c2[nH]c1=O	3.6&-12.5
CSc1c(C(N)=O)ccc2c1C(=O)c1ccccc1C2=O	-7.5
COc1ccc(S(=O)(=O)n2c(SCC(=O)Nc3ccccc3F)nc3ccc(OC)cc32)cc1	2.5
CCNC(=O)[C@H]1O[C@@H](n2cnc3c(N)nc(NCCc4ccc(CCC(=O)O)cc4)nc32)C(O)[C@H]1O (stereo partly specified)	-4.3
NS(=O)(=O)c1ccc(NC(=O)c2ccccc2C(=O)O)cc1	-0.4
CC1(C)CC(=O)C2=C(C1)Nc1ccccc1N(C(=O)c1ccccc1)C2c1ccc(-c2cccc([N+](=O)[O-])c2)o1 (stereo unspecified)	3.3
Cc1ccccc1Nc1nc(N)nc(CSc2nnnn2-c2ccccc2)n1	-6.8
CC1=C(C(=O)OC(C)C)C(c2ccc(C)c([N+](=O)[O-])c2)C2=C(CCCC2=O)N1 (stereo unspecified)	-3.2
CC(=O)c1ccc(NC(=O)c2cccc([N+](=O)[O-])c2C)cc1	-7.1
Cc1ccc2nc(N3CCN(Cc4ccc(F)cc4)C3=O)c(C)cc2c1	-4.5
O=[N+]([O-])c1ccc(N2CCN(c3nc(-c4ccccc4F)nc4ccccc34)CC2)cc1	-4.2
Cc1c(C(=O)N(C)C)sc2nc(SCC(=O)C(C)(C)C)n(CCc3ccccc3)c(=O)c12	2.0
CC(C)CCn1c(=O)c2ccccc2n2c(CN3C(=O)NC4(CCC(C)CC4)C3=O)nnc12 (stereo unspecified)	1.9
COCCCNC(=O)c1ccc2c(=O)n(Cc3ccc(OC)cc3)c(=O)[nH]c2c1	-0.2
Oc1ccc(-c2nc3cc4sc(-c5ccc(O)cc5)nc4cc3s2)cc1	-4.2
NC(=O)Cn1c(=O)n(Cc2ccccc2)c(=O)c2c3c(sc21)CCC3	-5.5
COC(=O)c1[nH]c2ccccc2c1NC(=O)CN1CCN(C(=O)c2ccco2)CC1	-4.1
O=C(C1CCN(S(=O)(=O)c2cccs2)CC1)N1CCN(c2ccc(F)cc2)CC1	-2.7
CCOC(=O)c1cnc(=O)[nH]c1C	-6.2
Cc1cc(Br)ccc1NC(=O)c1cccc(N2C(=O)c3ccccc3C2=O)c1	-12.4
[O-][n+]1onc2ncc(Br)cc21	-7.0
COc1ccc(CCNC(=O)c2cc3cc4ccc(C)cc4nc3o2)cc1OC	-5.8
Cc1ccc(O)c(NC(=O)C2CC(c3c(F)cccc3Cl)=NO2)c1 (stereo unspecified)	-0.2
Next section
SMILES	14-3-3 PPI
O=C(c1cc(-c2ccccc2)nc2ccccc12)N1CCCCCC1	-3.8
CC1=C(C(=O)OCCc2ccccc2)C(c2cc3c(cc2Br)OCO3)C2=C(CC(C)(C)CC2=O)N1 (stereo unspecified)	-1.1
CCOc1ccc(/C(=N\O)C(C)NO)cc1 (stereo unspecified)	1.6
Cc1csc2nc(CSc3nc4ccccc4o3)cn12	2.3
O=C(Nc1ccc(Cl)cc1)Nc1ccc(Cc2ccncc2)cc1	-4.0
O=C(O)c1ccc2c(=O)c(C(=O)O)c[nH]c2c1	-1.7

Only part of the results is shown; rates above refer to the full screens.
